Source: PubChem
RAD52 anneal inh: blocks human RAD52 DNA annealing | recombinant RAD52 DNA annealing, FRET fluorescence | actives 0.46% (n = 360,000) | P43351 | inhibition, % at 18.7 µM | AID 651710;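 active = every replicate showing at least 50% inhibition; inconclusive = mean inhibition at least 50% but not in every replicate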
RAD54 branch: inhibitors of human RAD54 branch migration; RAD54 Holliday junction branch migration, FAM/BHQ fluorescence; inhibition, % at 10.4 µM; actives 0.14% (n = 360,000); AID 602329;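 active = mean normalized replicate activity at least 40 and at least half of replicates scoring 40 or more; inconclusive = only one of the two criteria met; inactive = mean below 40 and under half of replicates reaching 40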;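 note: 0% = median of neutral control wells and 100% = median of positive control wells; inhibitors cause a drop in the FAM fluorescence signal; in these data hits start at about 50%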
Target sequence (Q92698 whole entry, looked up): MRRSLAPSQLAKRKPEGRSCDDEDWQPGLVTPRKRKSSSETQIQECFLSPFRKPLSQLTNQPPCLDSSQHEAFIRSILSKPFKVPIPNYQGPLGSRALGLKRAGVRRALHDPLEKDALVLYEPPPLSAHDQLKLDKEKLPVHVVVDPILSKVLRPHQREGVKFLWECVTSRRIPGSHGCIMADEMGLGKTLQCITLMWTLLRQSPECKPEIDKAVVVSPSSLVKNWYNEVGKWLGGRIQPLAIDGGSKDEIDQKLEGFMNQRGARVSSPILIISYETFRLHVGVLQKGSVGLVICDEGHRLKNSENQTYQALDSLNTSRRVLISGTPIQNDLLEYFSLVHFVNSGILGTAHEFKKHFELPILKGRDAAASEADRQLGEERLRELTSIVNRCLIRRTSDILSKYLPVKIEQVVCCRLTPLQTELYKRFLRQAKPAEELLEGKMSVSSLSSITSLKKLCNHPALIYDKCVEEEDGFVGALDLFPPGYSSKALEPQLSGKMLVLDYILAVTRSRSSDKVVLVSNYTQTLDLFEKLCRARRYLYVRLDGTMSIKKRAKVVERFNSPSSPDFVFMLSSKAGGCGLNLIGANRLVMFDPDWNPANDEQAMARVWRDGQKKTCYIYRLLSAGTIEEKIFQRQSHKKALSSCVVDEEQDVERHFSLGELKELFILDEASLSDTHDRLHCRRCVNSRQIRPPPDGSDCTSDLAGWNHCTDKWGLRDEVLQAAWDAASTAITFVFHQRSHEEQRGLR
ERp5 block: ERp5 (human) disulfide isomerase inhibition | AID 651711 | ERp5 insulin aggregation, absorbance 650 nm, 90 min | inhibition, % at 9.99 µM | actives 0.05% (n = 350,000) | Q15084;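 active = mean replicate inhibition above about 25%, with every replicate also reaching it, limit read from the data, passing the limit was not always enough; inconclusive = only one of those two criteria met; inactive = neither criterion met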
esBAF inh: SWI/SNF esBAF complex inhibition | AID 602393 | reporter increase, % at 12.5 µM | mouse ES cells, Bmi1-luciferase knock-in reporter, 24 h; 100% = twice the neutral-well signal | actives 2% (n = 350,000); in the data active = activation above about 40%; inconclusive = no clear call, values can overlap the other calls;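 note: 0% = median of the plate's neutral control wells and 100% = double that signal; a rise in the Bmi1 reporter signal indicates esBAF inhibition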
S100A4 MyoIIA: blocks human S100A4 binding to myosin IIA peptide; S100A4/TAMRA-MyoIIA peptide fluorescence polarization; inhibition, % at 10.7 µM; actives 0.14% (n = 360,000); AID 652163;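 active = mean inhibition of at least 70% across replicates, with every replicate also reaching that level; inconclusive = mean inhibition reaches 70% but some replicates fall short; inactive = mean inhibition below 70%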
Target sequence (P26447 whole entry, looked up): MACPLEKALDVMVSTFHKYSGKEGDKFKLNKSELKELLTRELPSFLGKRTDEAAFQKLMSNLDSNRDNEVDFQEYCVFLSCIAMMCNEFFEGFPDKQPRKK
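System – human S100A4 monomer protein, biochemical binding assay · Buffer or medium – Calcium-containing HEPES buffer, pH 7.2 · Timing – 5 min between mix addition and reading · Also added – TAMRA-labelled myosin IIA heavy-chain peptide probe, 5 nM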
XiGFP reactiv: reactivates the inactive X chromosome in mouse fibroblasts; XiGFP mouse fibroblasts, % GFP-positive cells imaging, 3 d; cells co-treated with 5-aza-dC sensitizer; scaled so ellipticine positive control = 100%; activation, % at 7.58 µM; actives 0.055% (n = 360,000);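 active = mean normalized replicate activation at least 10% and every replicate at or above 10%; inconclusive = only one of the two criteria met; inactive = mean below 10% and not all replicates reach 10%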;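 note: 0% = median of on-plate neutral control wells and 100% = ellipticine 6 µM median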
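Material: SV40-immortalized XiGFP fibroblast cells, line 68-5-11 | Buffer or medium: DMEM containing 5-aza-dC | Dosing: One concentration, pinned | Times: 3 d treatment, 15 min room-temperature fixation | Controls: Ellipticine 6 µM positive control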
E-sel inducer: induces E-selectin expression in human endothelial cells; HUVEC E-selectin immunofluorescence imaging; normalized: neutral wells 0, TNF-alpha wells 100; P16581; AID 686992; actives 0.37% (n = 260,000); activation, % at 7.58 µM;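 active = mean E-selectin-positive cell signal at least 10% of the positive control, reached in at least 60% of replicates, without over 20% cell loss; inconclusive = no rule given, readout overlaps actives, possibly toxicity-flagged; inactive = the rest, including those meeting only one limit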;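 note: in these data hits start at about 27%; measured in HUVEC primary endothelial cells; signal is the percent of cells scored E-selectin positive by PE staining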
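Assay system: HUVEC primary endothelial cells. Input: 3,000 HUVEC seeded per well. Doses: one compound dose added by pin transfer. Read-out basis: % PE-positive cells. Benchmarks: TNF-alpha high, DMSO low. Detection: immunofluorescence imaging. Buffer or medium: EGM-2, gelatin.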
ERAP1 HTS inh: inhibitors of human ERAP1 aminopeptidase; recombinant ERAP1, Leu-AMC fluorescence, 60 min; inhibition, % at 10.7 µM; Q9NZ08; actives 0.15% (n = 340,000);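 active = mean replicate inhibition of at least 30%, or all replicates individually reaching that 30% level; inactive = mean below 30% and not every replicate reaching it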;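 note: 0% = neutral control wells and 100% = L-leucinethiol positive control wells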
* = called active by the depositor; ? = inconclusive; . = not tested or not shown; & = joins results of further samples. Not a hit list. Share with any hit: about 2.5%.

SMILES	RAD52 anneal inh	RAD54 branch	ERp5 block	esBAF inh	S100A4 MyoIIA	XiGFP reactiv	E-sel inducer	ERAP1 HTS inh
CC(C)(C)OC(=O)N1CCC(C(=O)Nc2cccc(C(=O)NCc3ccccc3)c2)CC1	-1	-9	?	-6	30	0.0	0.0	.
COCc1cn(CC[C@H]2CC[C@H](NC(=O)Nc3ccc(Cl)cc3)[C@@H](CO)O2)nn1	-11	1	0	2	-8	-0.8	-2.8	1
COCC(=O)Nc1ccc2c(c1)OC[C@H](C)N(CCC(F)(F)F)C[C@H](C)[C@H](OC)CN(C)C2=O	6	2	-3	-4	3	-0.1	1.2	-1
Cc1sc(C(C2C(=O)CC(C)(C)CC2=O)C2C(=O)CC(C)(C)CC2=O)cc1[N+](=O)[O-]	-11	.	0	-7	-4	0.0	.	6
O=C1CCC(C(=O)OCC(=O)Nc2ccc(SC(F)F)cc2)=NN1	-5	-11	-2	-4	5	0.1	.	-1
O=C(NCc1nc2ccccc2[nH]1)C1=C[C@@H](c2ccc(Br)cc2)C[C@@H](OCc2ccc(CO)cc2)O1	-56&7	0	1&-8	2	-1&9	0.0	0.5	1&-1
Fc1ccc2cc(C3=CCCCC3)ncc2c1	-10	.	6	.	-6	0.1	0.1	1
O=C(Nc1ccn(Cc2ccccc2)n1)c1cccc(F)c1	-3	4	5	32	0	0.0	.	3
COc1cc2ccccc2cc1-c1nnc(COc2ccccc2)o1	-2	1	-4	-1	-4	0.1	.	-1
CCCCN1CCC(=O)NC1=O	-10	-3	1	-4	-10	0.1	-1.0	0
O=C(CSc1cc(Cl)ccc1Cl)NC1CCCC1	-5	-4	-4	-2	6	0.5	.	-2
Cc1ccc(CCCOC(=O)C[N+]2(C)CCCC2)cc1	-9	.	-8	-1	4	0.3	.	106*
CCCNC(=O)N1[C@H](CO)[C@H](c2ccccc2)[C@@H]1CNC(=O)c1cccc(F)c1	-17	3	-1	-7	-5	0.0	0.1	1
O=c1c2ccccc2c2ccccc2c(=O)n1Cc1ccc2c(c1)OCO2	13	.	5	.	-1	0.1	3.2	2
Cc1ccc(S(=O)(=O)C2(C(=O)O)CCCC2)cc1C	5	-10	2	3	-3	.	.	0
C[C@@H]1CCCCO[C@H](CN(C)C(=O)NC2CCCCC2)[C@@H](C)CN([C@H](C)CO)C(=O)c2cc(NC(=O)c3ccccc3)ccc2O1	-38	11&16	4	15&-1	-8	0.1&0.1	-0.2	-4
C=CCN=C1NC(CCc2ccccc2)C(C(=O)OC)=C(C)N1Cc1cccc(C(F)(F)F)c1 (configuration not stated)	-23	.	-3	.	-2	0.0	-0.2	2
Cc1nn(C)cc1-c1n[nH]c(=S)n1-c1ccc(F)cc1	-2	.	3	.	-8	0.0	.	7
Cc1ccc(S(=O)(=O)N2C[C@H]3[C@H]4C(=O)N(C5CCCCC5)C(=O)[C@H]4CC(=O)[C@H]3[C@@H]2c2ccccc2Cl)cc1	-17	-2	-7	1	-4	-0.1	.	.
CCC1=C(OC(=O)N(CC)CC)N2C(=O)OC(=NCCOC)[C@]2(Cc2ccccc2)[C@H]2C1=CC[C@H]1C(=O)N(CC(=O)OC)C(=O)[C@H]12	-24	2	13	-4	-10	-0.1	-0.1	-4
O=C(CN1CCN(C(=O)c2ccccc2)CC1)Nc1ccccc1	1	2	2	-2	0	0.1	.	2
CC(C)C(=O)Nc1nc(-c2ccc(S(=O)(=O)N3CCOCC3)cc2)cs1	-13	2	-1	2	-3	-0.1	0.6	2
CC(C)c1nc(CNC(=O)c2ccc(OC3CCN(Cc4ccccn4)CC3)cc2)cs1	-31	.	1	.	-2	0.0	.	2
CC(C)CNS(=O)(=O)c1cc(C(=O)N2CC(C)OC(C)C2)c(Cl)cc1Cl (configuration not stated)	-12	8	4	4	-3	.	.	3
COc1cc2c(cc1OC)CN(CC(=O)Nc1ccc(C)cc1)CC2	2	7	2	6	-4	.	.	-4
SMILES	RAD52 anneal inh	RAD54 branch	ERp5 block	esBAF inh	S100A4 MyoIIA	XiGFP reactiv	E-sel inducer	ERAP1 HTS inh
CC1C(=O)Nc2ccccc2N1C(=O)c1ccc(F)cc1F (configuration not stated)	-10	2	-6	17	-4	0.1	0.0	1
C[C@@H](O)C#Cc1ccc([C@@H]2[C@H]3CN(C(=O)c4ccc(F)cc4)CCCCN3[C@H]2CO)cc1	4	-3	2	.	-7	0.1	-0.6	6
O=C(NCc1cccnc1)C(=O)Nc1nc2ccccc2s1	-25	.	1	.	-3	0.0	.	3
C[C@H]1CN([C@@H](C)CO)C(=O)Cc2cc(NC(=O)CCC(F)(F)F)ccc2O[C@H]1CN(C)C(=O)NC1CCCCC1	-5	3	2	-3	4	-0.8	0.0	-1
Cc1ccc(-c2ccc3c(c2)O[C@H](CN(C)C(=O)NC(C)C)[C@H](C)CN([C@H](C)CO)S3(=O)=O)cc1	15	0	-6	-4	9	-0.1	0.2	-1
CCCNC(=O)N1C[C@@H](C)[C@@H](OC)CN(C)C(=O)c2ccc(NC(=O)CCC)cc2OC[C@@H]1C	6	-4	-2	-1	8	0.2	0.2	2
COc1ccc(CNCCCNCc2ccc(OC)c(OC)c2)cc1OC	37	-8	-6	-4	1	0.0	1.1	-3
N#Cc1cccc(-c2ccc([C@H]3[C@@H](CO)N[C@@H]3CNC(=O)C3CCC3)cc2)c1	-62	.	7	.	-25	0.3	0.1	1
COc1cccc(CN(C)CC(O)COC(c2ccccc2)c2ccccc2C)c1 (configuration not stated)	11	.	-3	3	1	0.2	.	0
COc1ccc2ccccc2c1/C=N/n1cnnc1	-1	9	4	-2	-1	0.2	0.2	4
O=C(Nc1cccc(S(=O)(=O)NC2=NCCC2)c1)c1cnc(Cl)c(Cl)c1	-81	3	-1	1	-3	0.2	.	0
O=C(Nc1cccc(Cl)c1)N1C[C@@H]2[C@H](c3ccccc31)[C@@H](CO)N2Cc1ccccc1Cl	14	0	5	4	-5	0.0	-0.4	-1
COC(=O)[C@]12CCCCC=C1N(CCC1=CCCCC1)C(=O)[C@H](CC(=O)N1CCCC1)C2	2	.	6	.	0	0.0	0.0	0
C[C@H]1CN([C@@H](C)CO)C(=O)CCCn2cc(nn2)CO[C@H]1CN(C)Cc1ccc2c(c1)OCCN2C	-1	7	-7	1	9	-0.2	0.3	4
O=C(CC1NCCN(Cc2ccccc2)C1=O)Nc1ccccc1 (configuration not stated)	-51	2	0	.	3	0.0	0.1	.
COc1ccc(N2CCN(C(=O)CSc3ccc(C)cc3)CC2)cc1	-14	.	6	.	-3	0.1	5.1	1
OCCOCCOc1ccccc1OCCOCCO	-5	.	6	.	-4	0.2	1.3	8
Cc1cc(C)c2c(CN3CCN(Cc4ccccc4)CC3)cc(=O)oc2c1C	-14	27	3	-4	0	0.1	2.0	-2
COc1cc(/C=C2\SC(=O)N(CC(=O)Nc3cccc(C)c3)C2=O)cc([N+](=O)[O-])c1O	-10	.	-1	.	0	0.0	-0.2	-3
Cc1noc(C)c1S(=O)(=O)Nc1cccc2c1O[C@@H](CN(C)Cc1ccc(C(F)(F)F)cc1)[C@@H](C)CN([C@H](C)CO)C2=O	-22	-12	1	-4	-22	0.2	-0.2	-1
COc1ccc(S(=O)(=O)N(C)C[C@@H]2OCCCC[C@H](C)Oc3ccc(NS(=O)(=O)c4ccc(F)cc4)cc3C(=O)N([C@H](C)CO)C[C@@H]2C)cc1	-16	15	0	8	8	0.4	-0.1	0
CO[C@@H]1CN(C)C(=O)c2cc(NC(=O)CC(F)(F)F)ccc2OC[C@@H](C)N(C(C)=O)C[C@@H]1C	-50	.	1	.	-22	-0.2	-0.2	2
C[C@H](CO)N1C[C@H](C)[C@H](CN(C)C(=O)Nc2ccccc2)Oc2ccc(NC(=O)Nc3ccc4c(c3)OCO4)cc2C1=O	.	-2	.	6	.	0.1	-0.5	.
CCn1c(SCc2cccc(C(=O)O)c2)nnc1-c1ccc(Cl)cc1	-15	-4	4	-6	0	0.0	.	6
COc1ccc(NC(=O)N(C)C[C@@H]2Oc3ccc(NS(=O)(=O)c4cn(C)cn4)cc3CC(=O)N([C@H](C)CO)C[C@@H]2C)cc1	-1	7	-1	-8	-5	0.4	-2.8	4
SMILES	RAD52 anneal inh	RAD54 branch	ERp5 block	esBAF inh	S100A4 MyoIIA	XiGFP reactiv	E-sel inducer	ERAP1 HTS inh
CCC(=O)N1CC(=O)N2[C@H](CO)[C@H](c3ccc(-c4ccc(C#N)cc4)cc3)[C@H]2C1	-24	.	0	.	10	0.0	0.1	2
COc1ccc(CCNC(=O)COC(=O)c2cc3ccccc3oc2=O)cc1OC	-11	-6	2	-7	-5	0.0	3.9	2
O=c1[nH]c(=S)[nH]cc1Oc1ccc(Cl)cc1	-3	0	-8	.	-1	-0.1	-0.9	1
CCCC(=O)Nc1ccc2c(c1)C(=O)N(C)C[C@H](OC)[C@@H](C)CN(Cc1ccccn1)[C@H](C)CO2	-15	-2	-1	-4	-1	-0.1	0.1	-2
O=C(Nc1ccc(Br)cc1F)C1CCN(c2nnc(-n3cccc3)s2)CC1	-29	-10	3	4	32	0.2	.	-1
Nc1ccc(C(=O)N/N=C/c2sc(N3CCOCC3)nc2-c2ccccc2)cc1	-13	-11	-1	.	-1	0.0	0.0	3
COc1ccc(OC)c(N/C=C/C(=C(C#N)C#N)N(C)C)c1	-57	-5	-9	.	-6	0.2	.	1
O=C(Nc1ccc(OC(F)(F)F)cc1)N1CCN(c2ccnc3cc(Cl)ccc23)CC1	-18	.	1	1	-20	0.1	.	1
Cc1ccc(S(=O)(=O)N[C@H]2CC[C@H](CCNC(=O)C3CCC3)O[C@H]2CO)cc1	-7	-5	4	-3	-6	1.0	0.1	-2
Cc1ccc(C)c(NC(=O)C2CCN(S(=O)(=O)c3ccc4c(c3)NC(=O)CO4)CC2)c1	9	-11	-3	1	0	0.0	.	7
COc1ccc(NS(=O)(=O)c2cccc3cccnc23)cc1OC	-3	.	1	.	-3	0.2	0.0	-2
COc1ccc(S(=O)(=O)N(CC(=O)NC2CC2)c2ccc(C)cc2)cc1	-16	6	2	5	-10	?	.	0
C[C@H](CO)N1C[C@H](C)[C@H](CN(C)C)Oc2ccc(NC(=O)CCN3CCOCC3)cc2C1=O	-6	2	-5	-7	-2	0.6	.	0
COC(=O)c1ccccc1NC(=O)CN(C)Cc1ccccc1	9	-8	-7	-10	-4	0.0	.	7
CCOC(=O)C1CCCN(Cc2cccc(Oc3ccccc3)c2)C1 (configuration not stated)	-17	-13	-1	17	2	0.0	2.5	4
CCOC(=O)c1ccc(-c2ccc(C3Nc4ccccc4C(=O)N3O)o2)cc1 (configuration not stated)	-20	0	-6	.	-1	0.0	.	0
N#Cc1ccccc1Cn1cc(/C=N/Nc2ccc([N+](=O)[O-])cn2)c2ccccc21	-22	1	-1	6	5	1.2	11	0
